HePTP inhibitor: inhibitors of human HePTP phosphatase. P35236. recombinant HePTP phosphatase activity, OD absorbance. inhibition, % at 20 µM. 110,000 tested, 0.64% active. AID 521; in the data active = inhibition above about 50%;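 note: plate controls were vehicle for no effect and reference inhibitor for full effect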
Target sequence (P35236 whole entry, looked up): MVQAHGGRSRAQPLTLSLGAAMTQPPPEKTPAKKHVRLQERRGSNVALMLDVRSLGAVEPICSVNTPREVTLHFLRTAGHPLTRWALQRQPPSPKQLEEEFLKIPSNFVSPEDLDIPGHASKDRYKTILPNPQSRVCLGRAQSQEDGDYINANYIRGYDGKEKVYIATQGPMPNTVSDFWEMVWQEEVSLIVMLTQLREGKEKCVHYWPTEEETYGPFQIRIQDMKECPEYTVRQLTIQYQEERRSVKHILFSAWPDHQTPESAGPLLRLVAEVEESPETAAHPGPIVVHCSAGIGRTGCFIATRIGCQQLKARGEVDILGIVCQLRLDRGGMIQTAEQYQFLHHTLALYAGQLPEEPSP
BAP1 inh: human BAP1 deubiquitinase inhibition; 72,000 tested, 0.48% active; activity remaining (% of control), % at 20 µM; recombinant BAP1, Ub-AMC hydrolysis fluorescence kinetic; hits give low values; AID 436;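 active = activity remaining at or below 50% of control, provided the compound also passes the data quality filters; inactive = the rest, including low values that fail the filters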;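 note: 100% = DMSO wells rate and 0% = substrate alone blank rate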
Target sequence (Q92560 whole entry, looked up): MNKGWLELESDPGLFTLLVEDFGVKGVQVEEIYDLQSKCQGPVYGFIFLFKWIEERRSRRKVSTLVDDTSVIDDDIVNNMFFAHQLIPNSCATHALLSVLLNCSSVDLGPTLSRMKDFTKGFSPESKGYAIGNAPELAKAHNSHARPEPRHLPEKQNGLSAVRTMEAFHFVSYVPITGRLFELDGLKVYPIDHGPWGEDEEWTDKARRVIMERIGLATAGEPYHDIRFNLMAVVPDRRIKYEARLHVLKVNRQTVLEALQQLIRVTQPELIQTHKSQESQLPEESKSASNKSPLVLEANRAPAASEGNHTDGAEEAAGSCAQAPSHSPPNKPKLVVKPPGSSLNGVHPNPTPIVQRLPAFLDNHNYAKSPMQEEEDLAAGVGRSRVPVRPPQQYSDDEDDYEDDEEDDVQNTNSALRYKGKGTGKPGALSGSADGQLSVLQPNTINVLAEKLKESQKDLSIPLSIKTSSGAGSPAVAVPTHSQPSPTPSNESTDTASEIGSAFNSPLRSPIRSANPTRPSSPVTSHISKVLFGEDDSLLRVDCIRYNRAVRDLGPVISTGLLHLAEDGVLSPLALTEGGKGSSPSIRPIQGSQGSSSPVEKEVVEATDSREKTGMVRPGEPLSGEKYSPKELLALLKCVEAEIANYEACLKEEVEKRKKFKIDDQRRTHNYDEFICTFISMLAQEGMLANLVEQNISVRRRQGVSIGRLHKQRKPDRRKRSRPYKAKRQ
Starred values were filed as active, the others as inactive; / = no result given; & = joins results of further samples. Outcome played no part in choosing rows; overall some 0.79% were active at least once.

SMILES	HePTP inhibitor	BAP1 inh
Cc1nc2ccccc2n1CC(=O)NCc1ccccc1	3	95
O=C(COC(=O)C1=COCCO1)NCCCc1ccccc1	7	96
O=S(=O)(Cc1ccccc1)N1CCCCCC1	13	111
CCc1cccc(NC(=O)NC2CCCCC2)c1	8	119
Cc1ccc(C(=O)C[n+]2ccccc2C)cc1[N+](=O)[O-]	1	/
Cc1ccc(CCN2CC(C(=O)NCCN3CCCCCC3)CC2=O)cc1 (stereo not drawn)	10	105
COc1cc(NC(=O)c2ccc(C(C)(C)C)cc2)c(OC)cc1Cl	2	/
O=c1oc2cc([N+](=O)[O-])ccc2nc1/C=C(\O)c1cccs1	76*	/
Cc1cccc(OCC(=O)NCC(C)C)c1	-14	/
Cn1c(SCC(=O)Nc2ccc(N3CCOCC3)cc2)nnc1-c1ccccc1	5	53
Cc1ccc2cc(CCNS(=O)(=O)c3ccc(F)cc3)c(=O)[nH]c2c1	-1	106
O=C(c1cccc(Cl)c1)N1CCN(C2CCN(Cc3ccccc3)CC2)CC1	21	/
COc1ccc(CN(C)C2CCCCC2)cc1	2	89
CCOc1ccccc1NC(=O)c1c(NC(=O)COc2ccc(Cl)cc2)sc2c1CCC2	-1	/
CCOC(=O)N1CCC(NC(=O)c2ccc(OC)c(CN3CC(=O)N4CCCC4C3=O)c2)CC1 (stereo not drawn)	3	102
CCN(CC)c1ccc(/C=N\NC(N)=O)cc1	-11	/
Cc1nc(C)c(C(=O)Nc2ccc(C)c(F)c2)o1	12	93
COc1ccc(CC(=O)Nc2ccc(Sc3ccc([N+](=O)[O-])cc3)cc2)cc1OC	-3	/
COc1ccc(OCCOCC(O)CN2CCOCC2)cc1 (stereo not drawn)	-14	106
COC(=O)c1c(NC(=O)c2ccc(Cl)cc2Cl)sc(Cc2ccccc2)c1C	-12	/
COc1cccc(/C=C(\C#N)C(N)=O)c1	-14	/
CCc1ccc(NC(=O)CSc2nnc(Cc3cccn3C)n2-c2ccc(OC)cc2)cc1	10	84
COc1cccc(C2C3=C(CC(C)(C)CC3=O)Nc3ccccc3N2C(=O)Cc2ccccc2)c1 (stereo not drawn)	/	131
CCOCc1nnc(NC(=O)COC)s1	4	101
CCOc1ccc(/C=C2\SC(=S)N(NC(=O)c3ccccc3)C2=O)cc1	9	/
CC(C)(C)C(=O)Oc1cc(N)n(S(=O)(=O)c2ccc(F)cc2)n1	1	90
Cc1cc(C)nc(SCCS(=O)(=O)Cc2ccccc2)n1	2	74
CCc1nnc(NC(=O)c2ccc(OC)cc2OC)s1	9&3	96
O=C(NC1CC2CCC(C1)N2C(=O)NC1CCCCC1)NC12CC3CC(CC(C3)C1)C2 (stereo not drawn)	3	86
COn1c(C)c(C)c2c3nonc3ccc21	-3	/
Cc1ccc(N(Cc2ccc(C(=O)NC(C)(C)C)cc2)S(C)(=O)=O)cc1C	-2	/
CCOCCCNC(=O)c1ccc(CS(=O)(=O)Cc2ccc(C)cc2)o1	5	79
O=C(COc1ccc(-c2nnco2)cc1)NC1CCCc2ccccc21 (stereo not drawn)	7	103
CCN(CC)S(=O)(=O)c1cccc(C(=O)Nc2nncs2)c1	4	80
O=C(Cc1c[nH]c2ccccc12)N/N=C/c1cccc(F)c1	7	/
CCCCCCSC1=C(C#N)C(c2ccc(C)o2)CC(=O)N1 (stereo not drawn)	8	97
CC(=O)N1C(=O)N(C)C2C1N(C(C)=O)C(=O)N2C (stereo not drawn)	6	103
COc1ccc(CCNC(=O)c2ccc([N+](=O)[O-])cc2)cc1OC	0	/
Cc1ccc(C2CC(C(F)(F)F)n3nc(C(=O)N4CCN(Cc5ccccc5)CC4)cc3N2)cc1 (stereo not drawn)	-4	/
O=C(COC(=O)c1ccccn1)Nc1cc(Cl)ccc1Cl	/	108

Some of these compounds in order of formula weight, ascending.
SMILES	HePTP inhibitor	BAP1 inh
CCOCc1nnc(NC(=O)COC)s1	4	101
O=S(=O)(Cc1ccccc1)N1CCCCCC1	13	111
COc1cc(NC(=O)c2ccc(C(C)(C)C)cc2)c(OC)cc1Cl	2	/

(further entries)
SMILES	HePTP inhibitor	BAP1 inh
CN(C)/C=C/C(=O)c1nnn(C2CCCCC2)c1NC1CCCCC1	4&-14	65
Brc1ccc(CN2CCN(C3CCN(Cc4ccccc4)CC3)CC2)cc1	1	/
CC(C)(C)C(=O)/C=C/c1ccc(-n2nncc2C(C)(C)C)cc1	10	/
O=C1CCCC2=C1C(c1cccnc1)Nc1ccc(C(=O)c3ccccc3)cc1N2 (stereo not drawn)	6	/
CCOC(=O)N1CCC(N(CCOC)C(=O)Nc2ccc(Cl)cc2)CC1	4	101
O=C1NN(c2ccc(Cl)c(Cl)c2)C(=O)/C1=C/c1cc([N+](=O)[O-])ccc1O	0	/
COC(=O)c1cc(-c2ccc(OC)c(OC)c2)nc2ccccc12	-3	/
O=C(CCn1cnc2ccccc2c1=O)Nc1nc2c(s1)CCCC2	-4	172
COc1ccc(OC)c(NC(=O)C2CC(=O)n3ncnc3N2)c1 (stereo not drawn)	3	104
O=C1c2ccccc2C(=O)C1(Nc1ccc(I)cc1)c1ccccc1	-6	/
CC(=O)c1ccc(N2C(=O)C=CC2=O)cc1	5	/
COc1cc([N+](=O)[O-])ccc1NC(=O)COc1ccccc1C(C)(C)C	10	/
O=C(O)c1ccc(COc2cccc(CO)c2)cc1	3	/
CC(C)OC(=O)CN1C(=O)c2ccccc2C1=O	0	99
Cn1c(=O)[nH]c(=O)c2c1nc(SCCN1CCOCC1)n2CCCc1ccccc1	4	90
CCOC(=O)CSc1nc2ccccc2c(=O)n1C	0	145
CC1(C)Cc2c(sc3nc(SCC(N)=O)n(CCc4ccccc4)c(=O)c23)CO1	4	/
CCc1nnc(NC(=O)CN2C(=O)/C(=C/c3cc(OC)c(OC)c(OC)c3)SC2=S)s1	-6	/
O=[N+]([O-])c1ccc(-n2ncnc2-c2cccc(Br)c2)c(Cl)c1	5	/
O=C(CN1CCN(C(=O)c2ccccc2)CC1)Nc1ncc(Br)cc1Br	-8	78

Exported with bars between the fields: part of the list above
SMILES | HePTP inhibitor | BAP1 inh
CC(=O)c1ccc(N2C(=O)C=CC2=O)cc1 | 5 | /
O=C(CN1CCN(C(=O)c2ccccc2)CC1)Nc1ncc(Br)cc1Br | -8 | 78
O=[N+]([O-])c1ccc(-n2ncnc2-c2cccc(Br)c2)c(Cl)c1 | 5 | /
COc1cc([N+](=O)[O-])ccc1NC(=O)COc1ccccc1C(C)(C)C | 10 | /
CCc1nnc(NC(=O)CN2C(=O)/C(=C/c3cc(OC)c(OC)c(OC)c3)SC2=S)s1 | -6 | /
O=C(O)c1ccc(COc2cccc(CO)c2)cc1 | 3 | /

Following part:
SMILES	HePTP inhibitor	BAP1 inh
CN(C)c1ccc(C(C(=O)NC(C)(C)C)N(C(=O)c2csnn2)C2CC2)cc1 (stereo not drawn)	4	92
O=C1C2C3C=CC(C2C(=O)N1Cc1ccccc1)C1C(=O)N(Cc2ccccc2)C(=O)C31 (stereo not drawn)	-8	/
O=C(NCCO)c1cc2ccccc2c(=O)s1	4	95
Oc1ccc2[nH]c(-c3ccccc3)nc2c1CN1CCCCC1	8	/
CN1C(=O)CSC1=Nc1ccc(Br)cc1	-20	/
CCCC1=NN(c2ccc([N+](=O)[O-])cc2)C(=O)/C1=C/c1cccc([N+](=O)[O-])c1	4	/
CCOc1ccc(C(=O)NCCN(C)C)cc1	-3	105
CCOCCOC(=O)c1ccc(NC(=O)Nc2ccc(Cl)cc2)cc1	-10	/
O=C(CC(Nc1ccc(Br)cc1)c1ccc(F)cc1)c1ccccc1 (stereo not drawn)	-4	/
Cc1ccc(N2C(=O)C3C4C=CC(C5CC45)C3C2=O)cc1Cl (stereo not drawn)	-4	/
C/C(=N\NC(=O)C1(C)CC1(Br)Br)c1ccncc1 (stereo not drawn)	-10	/
O=C1NN(c2ccccc2)C(=O)/C1=C/c1ccc(OCc2ccccc2F)cc1	12	/
N#Cc1c(N)c(C(=O)c2ccccc2)n2c1CCCC2	8&-1	101&178
O=C(OCn1nnc2ccccc2c1=O)c1cc2ccccc2o1	1	86
COc1cc(C)c(S(=O)(=O)Nc2ccccc2F)cc1C	-6	119
CSc1nc(-c2ccco2)nn1C(=O)c1ccc(C)cc1	2	92
CN1CCN(C2Cc3ccccc3Sc3ccc(Cl)cc32)CC1 (stereo not drawn)	/	95
COc1ccccc1C(=O)N1CCN(c2nc3ccc([N+](=O)[O-])cc3s2)CC1	-14	/
O=C1CN(C(=O)CSc2nncn2-c2ccccc2)c2ccccc2N1	5	101
O=c1c([N+](=O)[O-])c(N2CCN(Cc3ccccc3)CC2)c2ccccc2n1-c1ccccc1	-2	/
COC(=O)CSc1nnc(CNC(=O)c2cccs2)n1-c1cccc(C)c1	-1	91
C=CCOc1ccc(/C=C2\SC(=O)NC2=O)cc1OC	9	/
O=S(=O)(NC1CCCC1)c1ccc(S(=O)(=O)N2CCCN(Cc3ccccc3)C2)cc1	-15	60
CCCOc1ccc(-c2nc(C#N)c(N3CCN(C)CC3)o2)cc1	-8	58
CCCC(NC(=O)c1ccccc1)C(=O)OCC(=O)Nc1sc2c(c1C(=O)OCC)CCCC2 (stereo not drawn)	1	/
CCc1c(C)nc(N2CCN(Cc3ccccc3)CC2)[nH]c1=O	13	116
CC(=O)c1cccc(NC(=O)/C(=C/c2cccnc2)NC(=O)c2cccc(Br)c2)c1	1	/
CCC(C)NC(=O)C1(C)CCC(=O)N1CCc1ccc(OC)c(OC)c1 (stereo not drawn)	-3	103
N#C/C(=C1\NC2(CCCCC2)Cc2ccccc21)c1ccccc1	4	/
COc1ccc(/C=N/NC(=O)CC2C(=O)NN=C2C)cc1 (stereo not drawn)	10	/
CSc1nc2sc3c(c2c(=O)[nH]1)CCC(C)C3 (stereo not drawn)	1	51
COc1ccc(C2C(C(=O)Nc3cccc(C)n3)c3ccccc3C(=O)N2C)cc1OC (stereo not drawn)	1	/
O=C1/C(=C\c2ccc(I)cc2)SC(=S)N1c1cccc(Cl)c1	9	/
COc1ccc(C2CC(=O)C3=C(C2)Nc2ccccc2NC3c2ccccc2OC)cc1 (stereo not drawn)	-4	/
O=C(O)c1ccccc1NC1=C(Cl)C(=O)N(c2cccc(Cl)c2)C1=O	-14	/
NS(=O)(=O)c1ccc(N=C2c3ccccc3C(=O)C2c2ccccc2)cc1 (stereo not drawn)	2	/
Nc1nncn1C(=O)CCCN1C(=O)c2ccccc2C1=O	-12	125
O=S(=O)(Nc1ccn(-c2ccccc2)n1)c1ccc(Br)cc1	6	87
O=C(O)C1=CCCNC1	/	92
COc1ccc(C(NC(=O)/C=C\c2ccco2)c2ccc(OC)cc2)cc1	9	/
Cc1ccc(S(=O)(=O)NCc2ccc(C(=O)NCCCN3CCN(C)CC3)cc2)cc1	3	108
CSc1ccc(CN(C)CC(=O)NC(=O)NC(C)(C)C)cc1	9	105
CCOc1ccc(Cl)cc1/C=c1\sc2nc3ccccc3n2c1=O	6	/
CCOC(=O)c1ccc(NCCC(=O)c2cccs2)cc1	8	/
CCCNC(=O)NC(C(=O)OC)C12CC3CC(CC(C3)C1)C2 (stereo not drawn)	3	102
COc1ccc(CCNC(=O)CSc2cccc3cccnc23)cc1OC	-3	/
FC(F)(F)c1cccc(NC(=S)Nc2ccccc2)c1	-10	/
N#CCCN(CCN1CCCC1)S(=O)(=O)c1ccc(-c2ccc([N+](=O)[O-])cc2)cc1	/	70
Fc1cnc(N2CCOCC2)nc1N1CCc2ccccc21	-1	125
COc1cc(NC(=O)NCc2ccncc2)cc(OC)c1OC	1	94

Going on with the list.
SMILES	HePTP inhibitor	BAP1 inh
Cc1[nH]nc2c1C(c1ccc(F)cc1)C1=C(CC(C)(C)CC1=O)N2 (stereo not drawn)	8	/
CCC(=O)Nc1sc(C(=O)N2CCCCC2)c(C)c1C#N	7	75
COC(=O)c1cc(OC)c(OC)cc1NC(=O)c1oc2ccccc2c1C	11	/
OC(CN1c2ccccc2Sc2ccccc21)Cn1nnc2ccccc21 (stereo not drawn)	3	55
COc1cc(/C=C2\C(=O)NN(c3ccccc3)C2=O)ccc1OCC(=O)O	6	/
CC(C)c1ccc(NC(=O)CN(c2ccc(Cl)cc2)S(C)(=O)=O)cc1	11	/
COC(=O)c1c(NC(=O)C2CC=CCC2C(=O)O)sc2c1CCC(C(C)(C)C)C2 (stereo not drawn)	0	/
O=C(NCCc1cn2ccccc2n1)c1ccc(Br)o1	-3	97
O=C(CSc1nc2c(c(=O)n1-c1ccc(F)cc1)SCC2)NCC1CCCO1 (stereo not drawn)	4	95
CCOCCCNC(=O)C(NC(=O)c1ccccn1)c1ccc(C)cc1 (stereo not drawn)	2	97

Compound profiles (already shown).
Listed for `Cc1[nH]nc2c1C(c1ccc(F)cc1)C1=C(CC(C)(C)CC1=O)N2` (stereo not drawn) = HePTP inhibitor: 8; BAP1 inh: /
Listed for `COc1cc(/C=C2\C(=O)NN(c3ccccc3)C2=O)ccc1OCC(=O)O` = HePTP inhibitor: 6; BAP1 inh: /
Listed for `CCC(=O)Nc1sc(C(=O)N2CCCCC2)c(C)c1C#N` = HePTP inhibitor: 7; BAP1 inh: 75

(cont.)
SMILES	HePTP inhibitor	BAP1 inh
COc1ccccc1N(CC(=O)NC1CCCCC1)S(C)(=O)=O	3	97
CCn1c(Sc2nc(C)nc3scc(-c4cccs4)c23)n[nH]c1=O	-2	93
O=C(NCC1CCCO1)c1c(O)c2cccc3c2n(c1=O)CC3 (stereo not drawn)	7	135
C#CCC(CC#C)(C(=O)OC)C(=O)OC	0	/
CCOC(=O)N1CCC(NC(=O)c2cc3ccccn3n2)CC1	0	99
CC(C)(C)NC(=O)c1cc2nc(-c3ccccc3)cc(C(F)(F)F)n2n1	-6	/
O=C(O)CC1S/C(=N/N=C2/C(=O)Nc3ccccc32)N(c2ccc(O)cc2)C1=O (stereo not drawn)	3	/

Screening data deposited in PubChem by several laboratories.
